Compound activity from PubChem.
Scp1 inh – inhibitors of human Scp-1 phosphatase; Q9GZU7; Recombinant Scp1, phosphopeptide, malachite green phosphate absorbance; inhibition, % at 20 µM; actives 0.88% (n = 340,000); AID 493091;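 active means inhibition above about 50% at 20 µM, limit read from the data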;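 further: plate controls were DMSO wells with enzyme for no effect and wells lacking enzyme for full effect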
Target sequence (Q9GZU7 76-261 limits assumed): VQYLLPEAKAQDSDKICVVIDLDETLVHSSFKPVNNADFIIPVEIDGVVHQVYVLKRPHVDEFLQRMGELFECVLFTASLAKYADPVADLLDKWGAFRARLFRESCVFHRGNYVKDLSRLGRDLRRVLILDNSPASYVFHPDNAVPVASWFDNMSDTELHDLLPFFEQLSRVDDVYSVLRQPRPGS
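System: truncated SCP-1 phosphatase (76-261aa); medium: Tris acetate buffer pH 5.5 with MgCl2 and Tween-20; incubation: 45 min room-temperature reaction, 5 min colour, 30 min stabiliser; compound: single 20 µM dose, 1% DMSO; reagent: Phosphorylated 17-residue peptide substrate; read-out: % inhibition at 20 µM; technique: colorimetric free-phosphate detection, absorbance 630 nm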
TbMetRS inhib – Trypanosoma brucei MetRS inhibition | purified T. brucei MetRS, ATP depletion, Kinase-Glo luminescence | inhibition, % at 11.9 µM | actives 0.4% (n = 360,000);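 active means inhibition above a per-plate cutoff of the control wells' mean inhibition plus 3 SD, cut at about 5.5% in these data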;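 further: 0% = DMSO wells median and 100% = median of wells with control inhibitor compound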
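technique = Kinase-Glo luminescence, ATP depletion format | system = purified MetRS (methionyl-tRNA synthetase) enzyme from Trypanosoma brucei | timing = 15 min preincubation, 2 h reaction, all 25 °C | evaluation = percent inhibition versus plate control medians | dosing = single dose, 11.9 µM final nominal, 0.9% final DMSO | also added = substrates ATP, L-methionine and bulk Escherichia coli tRNA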
MsrA inh – inhibits bovine methionine sulfoxide reductase A; purified bovine MsrA, absorbance read-out; inhibition, % at 15.5 µM; actives 0.75% (n = 360,000); AID 651718; in the data active means inhibition above about 4.5%;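 further: 0% = vehicle wells with enzyme and 100% = reference inhibitor wells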
eLon inh – inhibitors of E. coli Lon protease; purified E. coli Lon protease, fluorescence polarization; inhibition, % at 7.94 µM; actives 0.42% (n = 360,000); P0A9M0; in the data active means inhibition above about 13%, passing the limit was not always enough;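 further: 0% = enzyme with probe and DMSO and 100% = no enzyme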
Target sequence (P0A9M0 whole entry, looked up): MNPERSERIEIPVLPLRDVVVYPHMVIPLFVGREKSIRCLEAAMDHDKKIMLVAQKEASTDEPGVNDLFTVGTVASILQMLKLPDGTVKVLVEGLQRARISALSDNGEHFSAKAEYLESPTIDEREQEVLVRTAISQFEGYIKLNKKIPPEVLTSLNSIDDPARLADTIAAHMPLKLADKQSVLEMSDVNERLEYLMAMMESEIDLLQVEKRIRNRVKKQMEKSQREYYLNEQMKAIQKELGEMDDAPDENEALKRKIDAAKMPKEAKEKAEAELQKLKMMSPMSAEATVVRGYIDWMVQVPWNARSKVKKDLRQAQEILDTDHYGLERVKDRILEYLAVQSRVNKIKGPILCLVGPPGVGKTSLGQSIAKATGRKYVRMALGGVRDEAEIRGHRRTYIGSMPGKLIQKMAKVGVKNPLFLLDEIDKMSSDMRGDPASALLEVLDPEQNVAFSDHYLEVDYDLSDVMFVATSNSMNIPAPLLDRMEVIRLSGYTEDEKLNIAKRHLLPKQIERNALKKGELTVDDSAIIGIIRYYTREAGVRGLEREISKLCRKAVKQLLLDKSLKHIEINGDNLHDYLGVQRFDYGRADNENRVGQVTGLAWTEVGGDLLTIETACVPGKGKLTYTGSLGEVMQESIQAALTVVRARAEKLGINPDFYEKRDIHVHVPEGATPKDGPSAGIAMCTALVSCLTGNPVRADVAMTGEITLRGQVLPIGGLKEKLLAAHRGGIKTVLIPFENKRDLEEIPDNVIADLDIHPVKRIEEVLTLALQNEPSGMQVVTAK
STEP block – STEP (human) phosphatase inhibition; recombinant STEP, OMFP fluorogenic substrate, fluorescence; inhibition, % at 20 µM; actives 0.25% (n = 360,000);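 active means inhibition at 20 µM, scaled per plate between control wells, above about 37%, limit read from the data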;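 further: 0% = DMSO with enzyme and substrate and 100% = substrate only without enzyme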
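Also added – OMFP at 25 µM · Test system – STEP tyrosine phosphatase · Technique – FITC-channel fluorescence of OMFP product · Schedule – 20 min at room temperature, dark · Evaluation – control-normalized % inhibition with plate pattern correction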
SUMO1-SIM PPI – SUMO1-SIM interaction modulation | inhibition, % at 20 µM | actives 0.33% (n = 360,000) | SUMO1 binding to a labelled peptide, TR-FRET, 1 h | P63165; in the data active means inhibition above about 37%
Target sequence (P63165 whole entry, looked up): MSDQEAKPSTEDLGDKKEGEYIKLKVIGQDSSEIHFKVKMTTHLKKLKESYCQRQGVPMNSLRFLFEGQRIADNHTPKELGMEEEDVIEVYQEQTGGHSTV
MsrA act – activates bovine MsrA enzyme; purified bovine MsrA, absorbance read-out; activation, % at 10.6 µM; AID 602163; actives 0.3% (n = 360,000); in the data active means activation above about 7.5%;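 further: 0% = vehicle and 100% = reference activator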
DNMT1 inh – inhibitors of human DNMT1. P26358. DNMT1 molecular beacon, Hinp1I cleavage, fluorescence. inhibition (reported as % activation of signal), % at 10 µM. actives 0.83% (n = 360,000). AID 588458; in the data active means inhibition above about 50%
CendR NRP1 mod – alters CendR peptide binding to human NRP-1; O14786; FAM-RPARPAR peptide binding to NRP-1, fluorescence polarization; inhibition, % at 25 µM; actives 0.85% (n = 360,000); AID 602438;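 active means inhibition or corrected inhibition above about 18%, plus a signal ratio from 0.5 to 1.5, limit read from the data, passing the limit was not always enough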; further: strong numbers were not always called active
LMPTP block – blocks human LMPTP phosphatase; P24666; recombinant LMPTP-A, OMFP fluorogenic substrate, fluorescence intensity; inhibition, % at 20 µM; actives 0.22% (n = 360,000);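 active means compounds that cut the enzyme signal by at least half of the control window in the single-dose screen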;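 further: plate controls were DMSO wells with enzyme plus substrate for no effect and substrate without enzyme for full effect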
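Test system: LMPTP-A phosphatase enzyme; input: 0.625 nM LMPTP-A final; reagent: OMFP substrate, 400 µM final; compound dosing: 20 µM single dose, 3% DMSO; incubation: 50 min dark incubation at room temperature; measured by: endpoint fluorescence intensity from OMFP dephosphorylation; measure: % inhibition relative to no-enzyme and uninhibited control wells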
Starred values were filed as active, the others as inactive; / = no result given.

SMILES	Scp1 inh	TbMetRS inhib	MsrA inh	eLon inh	STEP block	SUMO1-SIM PPI	MsrA act	DNMT1 inh	CendR NRP1 mod	LMPTP block
CCOC(=O)c1sc(=S)n(C)c1NC(=O)c1ccc(OC)cc1	-1	-0.7	2.9	5	8	-4	-8	2	1	0.8
O=C(NCCc1ccc(Cl)cc1)C1CCCN1C(=O)NCc1ccccc1 (centres undefined)	-4	-0.2	1.4	2	2	-7	-2	1	-3	-1.5
O=C(CSc1n[nH]c(-c2ccncc2)n1)c1cccc([N+](=O)[O-])c1	3	-0.6	0.9	-1	-3	-12	-3	-1	12	-1.8
COc1ccc(C(CNC(=O)C2CC(=O)N(Cc3ccccc3)C2)N2CCOCC2)cc1 (centres undefined)	-1	-0.6	1.8	1	-4	5	-12	3	3	-1.1
Cc1cnc(NC(=O)CSc2ccc(Cl)cc2)s1	-6	0.9	1.6	-4	-2	1	-3	-1	0	1.4
C#CCNc1ccc(C(=O)OCC)cc1	-17	-0.9	0.9	5	1	0	-2	1	2	-1.8
COc1ccc(S(=O)(=O)N/N=C(/C)c2ccc(C)o2)cc1	-4	-0.7	-0.3	4	0	-10	-3	0	-1	0.0
CC1C/C(=C/c2cccs2)C(=O)/C(=C/c2cccs2)C1 (centres undefined)	-14	-0.4	2.0	-86	1	-9	-4	8	-31	4.4
Cc1ccccc1Nc1nc(N)nc(CN(C)Cc2ccccc2Cl)n1	-9	0.1	0.7	-4	-3	0	-3	0	-13	-0.4
CCOC(=O)c1[nH]cnc1C(=O)Nc1ccccc1	-4	-0.8	-1.3	6	-3	1	-7	0	9	-0.7
CCCCN(C(=O)CC1CCCCC1)c1c(N)n(CCCC)c(=O)[nH]c1=O	/	-0.2	0.2	-12	-1	-4	2	-2	-2	-0.9
Cc1ccc(C)c(NC(=O)CSc2nnc(-c3cc(C)[nH]n3)n2N)c1	4	-0.3	0.9	1	-2	-1	-6	-1	-1	-1.6
CCC(C)[C@H](NC(=O)NCCC1=CCCCC1)C(=O)O (some centres undefined)	-2	-0.3	-0.6	14	4	1	-8	2	3	-4.5
CCNC(=O)NC(=O)C(C)OC(=O)c1ccc(SC)cc1OC (centres undefined)	-6	0.0	1.2	3	-4	-4	-3	1	17	-0.3
CC(=O)N1CCN(c2ccccc2NC(=O)COc2ccc(Br)cc2)CC1	-6	0.3	-0.8	2	-1	-2	-1	-12	-15	-1.3
CC(=O)c1cnc(N(C)C)s1	-6	-0.3	6.5*	-2	-1	-4	-3	0	-12	-1.0
Cn1c(=O)c2c(-c3ccccc3)n(-c3ccccc3Br)cc2n(C)c1=O	/	-0.6	0.4	3	0	7	-1	3	2	-0.3
Cc1cc(N)n2nc(C)c(-c3ccc(Cl)cc3)c2n1	3	-0.2	1.5	9	-3	2	-7	0	9	3.3
O=C(NCCNCc1ccccn1)c1ccco1	-8	-0.6	1.3	-2	1	2	0	4	0	-4.3
Cc1nn(CC(=O)N2CCCCCC2)c(=O)c2cc3occc3n12	-4	1.2	0.5	-7	-2	-1	-4	1	11	0.5
CC(C)(C)NC(=O)CSc1nncn1-c1ccccc1	13	-0.8	1.2	-5	2	-1	1	3	9	-1.3
O=C(Nc1cccc(S(=O)(=O)Nc2ccc(Cl)cc2)c1)c1ccc[n+]([O-])c1	-9	-0.2	1.0	-9	-2	-7	-2	-3	6	-0.6
Cc1c(C(=O)N(C)Cc2ccc(OC(F)F)cc2)oc2ccccc12	-5	-0.3	-1.2	-3	2	2	-3	4	0	1.1
CC(=O)c1ccc(NC(=S)N2CCN(CCO)CC2)cc1	-8	-0.9	2.3	-3	0	4	-4	-2	-5	-1.8
Cc1c(C(=O)N2CCOCC2)c(S(=O)(=O)N2CCN(c3ccc(Cl)cc3)CC2)c(C)n1C	-9	0.6	0.6	7	-1	4	-2	-2	1	-0.3

Compounds listed so far that contain two or more sulfur atoms, in the order listed:
SMILES	Scp1 inh	TbMetRS inhib	MsrA inh	eLon inh	STEP block	SUMO1-SIM PPI	MsrA act	DNMT1 inh	CendR NRP1 mod	LMPTP block
CCOC(=O)c1sc(=S)n(C)c1NC(=O)c1ccc(OC)cc1	-1	-0.7	2.9	5	8	-4	-8	2	1	0.8
Cc1cnc(NC(=O)CSc2ccc(Cl)cc2)s1	-6	0.9	1.6	-4	-2	1	-3	-1	0	1.4
CC1C/C(=C/c2cccs2)C(=O)/C(=C/c2cccs2)C1 (centres undefined)	-14	-0.4	2.0	-86	1	-9	-4	8	-31	4.4

Given with values under each structure: two of the compounds above
The line under a structure holds: Scp1 inh	TbMetRS inhib	MsrA inh	eLon inh	STEP block	SUMO1-SIM PPI	MsrA act	DNMT1 inh	CendR NRP1 mod	LMPTP block
CCOC(=O)c1[nH]cnc1C(=O)Nc1ccccc1
 : -4	-0.8	-1.3	6	-3	1	-7	0	9	-0.7
CCCCN(C(=O)CC1CCCCC1)c1c(N)n(CCCC)c(=O)[nH]c1=O
 : /	-0.2	0.2	-12	-1	-4	2	-2	-2	-0.9

More results follow.
SMILES	Scp1 inh	TbMetRS inhib	MsrA inh	eLon inh	STEP block	SUMO1-SIM PPI	MsrA act	DNMT1 inh	CendR NRP1 mod	LMPTP block
CCCCN(C(=O)c1cccc(S(=O)(=O)N2CC(C)OC(C)C2)c1)c1c(N)n(CC(C)C)c(=O)[nH]c1=O (centres undefined)	-4	-0.3	0.8	-5	-1	-2	-5	1	13	-0.8
CC(=O)Cc1ccccc1OC(=O)c1ccco1	2	0.5	0.0	6	0	-5	4	1	6	-1.1
O=C(NN=Cc1ccccc1O)C1CC1	-15	0.3	0.5	-6	0	-8	-2	1	-1	-1.3
COc1ccc(C(CNC(=O)CNC(=O)c2cccc(F)c2)N2CCOCC2)cc1 (centres undefined)	/	-0.4	0.6	-3	-4	-1	-7	1	-12	-2.7
COC(=O)c1c(C)[nH]c(C(=O)COC(=O)CCc2ccc(OC)c(OC)c2)c1C	/	-0.4	-0.6	-14	0	-3	-4	1	5	-0.4
COc1ccc(NC(=O)Cn2c(=O)sc3ccccc32)c(OC)c1	-7	-1.0	0.1	-7	-5	5	-10	7	-13	-0.9
COc1ccccc1NS(=O)(=O)c1cc(NC(=O)c2cccs2)ccc1N1CCCC1	0	0.5	1.9	-3	6	7	-3	-17	0	8.9
COc1cccc(CN2CCN(C(=O)c3oc4c(F)cccc4c3C)CC2=O)c1	-11	-0.1	0.7	-3	5	5	-2	-2	-13	1.5
COc1ccccc1/C=C/C=N/n1c(-c2cc(C)[nH]n2)n[nH]c1=S	13	0.0	1.2	-4	0	-5	-6	18	2	-0.5
C=CCOc1c(OC)cc(/C=N/Nc2cccc(C(=O)O)c2)c(Br)c1Br	42	-0.2	0.1	-7	9	11	-6	24	-8	8.7
CN(CC(=O)Nc1ccc(F)cc1)C(=O)CN1C(=O)NC2(CCCc3ccccc32)C1=O (centres undefined)	-5	-0.5	1.0	3	-3	0	-4	0	1	-0.1
Cc1cc(Nc2cc(Cl)cc(Cl)c2)nc(N)n1	-5	0.5	-1.2	6	-2	2	0	-4	0	23
COc1ccc(CNC(=O)C2CCN(C(=O)[C@@H](CC(C)C)NC(=O)OC(C)(C)C)CC2)cc1	/	0.6	0.3	2	0	0	4	2	-2	-1.0
COC(=O)C(=Cc1ccccc1[N+](=O)[O-])C(=O)OC	-1	-0.7	0.6	4	-3	-5	-3	-2	8	-1.0
Cc1cc(NC(=O)c2ccc3sc([C@@H]4O[C@H](CO)[C@H](O)[C@H](O)[C@H]4O)nc3c2)no1	/	-0.1	-0.3	12	-2	-3	-9	4	15	3.5
CCCCn1c(=O)c(CC(C)=O)nc2ccccc21	-4	-0.2	2.4	-7	1	-6	-2	-1	-23	-1.6
COc1ccc(C2=NOC(C3(S(=O)(=O)c4ccccc4)CC(O)C3)C2)cc1 (centres undefined)	6	-0.3	-1.9	4	-2	-3	-3	2	-5	0.0
O=C(N/N=C/c1ccc([N+](=O)[O-])cc1)c1cccnc1	5	-0.5	2.9	-6	-2	-27	6	1	-16	0.9
CN(C)c1ccc(C=Nc2ccc(N(C)C)cc2)cc1	-13	-0.2	7.2*	-1	2	-23	1	-20	-23	5.9
O=C1NC2(CCCCCC2)C(=O)N1Cc1ccc(Cl)cc1Cl	9	0.4	-0.7	-2	-3	-4	-2	-3	-2	1.7
CCSc1nnc(NC(=O)C2CCCCC2)s1	-1	-0.8	0.2	0	-4	-2	1	1	7	-0.9
Cc1cc(O)cc(=O)n1Cc1ccccc1	-11	0.1	-0.4	-1	-2	2	-2	1	-5	-1.2
CCn1cc(C2C(C(=O)Nc3ccc(Br)cn3)=C(C)NC3=C2C(=O)CCC3)c(C)n1 (centres undefined)	-5	-0.2	0.1	3	1	-2	-2	4	0	-0.4
S=C(NCc1ccccn1)Nc1ccc(Cl)cc1Cl	-6	0.4	-0.2	7	-4	-4	0	-1	6	0.0
C#CCCc1ccccc1/C=[N+](/C)[O-]	2	-0.2	-0.5	-6	3	-26	0	-5	-10	1.4
Next section
SMILES	Scp1 inh	TbMetRS inhib	MsrA inh	eLon inh	STEP block	SUMO1-SIM PPI	MsrA act	DNMT1 inh	CendR NRP1 mod	LMPTP block
CCOC(=O)C1=C(C)NC(C)=C(C(=O)OCC)C1C(=O)OCC(=O)NCc1ccccc1	-18	-0.3	0.0	-2	-4	4	-1	2	-2	-0.2
O=P(O)(Cc1ccccc1)Cc1ccccc1	-5	0.0	1.4	-2	1	-1	-4	1	1	-0.8
COc1ccccc1/C=N/N1CCN(c2ccc(Cl)cc2)CC1	-1	-0.2	-0.3	-9	1	1	-1	9	-7	3.7
CC(SC1=NCCN1S(=O)(=O)c1ccc(F)cc1)c1ccccc1 (centres undefined)	1	-0.1	0.5	-4	7	4	-4	0	1	1.3
N#Cc1ccc(C(=O)N2CCN(S(=O)(=O)c3ccc(Br)s3)CC2)cc1	-8	-0.5	-0.4	2	-3	5	-4	-2	-2	1.2
COc1ccc(CNc2ncnc3c2[nH]c2cc(OC)c(OC)cc23)cc1	-10	-0.2	0.4	1	8	21	-1	0	-1	1.7
COC(=O)C1=C(C)N(Cc2ccccc2)C(=NCc2ccc(OC)cc2)N[C@H]1c1cccc(F)c1	6	-0.5	-0.9	14	-1	-10	0	5	13	-0.2
Cc1c(/C=N/Nc2nc3ccccc3[nH]2)c2ccccc2n1C	-7	4.9	-0.5	-4	18	-2	-4	-17	-8	5.0
CCc1ccc(CN2CCCC(CNS(=O)(=O)c3ccc(OC)cc3)C2)cc1 (centres undefined)	4	-0.8	-0.4	-7	0	0	-5	0	5	1.0
Cc1csc(SC(C)C(=O)NC2CCCCC2C)n1 (centres undefined)	-3	0.3	1.4	-6	1	-1	-3	-2	-11	-0.6
COc1ccc(CNc2nc3nc4c(c(=O)n3[nH]2)CCC4)cc1	3	-0.3	0.3	-7	0	0	1	0	-2	0.7
COc1ccc(CNc2nc(S(=O)(=O)c3ccccc3)c(Cl)s2)cc1OC	-8	0.3	0.5	0	2	13	2	-12	-11	0.4
